# Source: PubChem (National Center for Advancing Translational Sciences (NCATS))
# Pol kappa inh: qHTS for Inhibitors of Polymerase Kappa | DNA polymerase kappa (Homo sapiens), Q9UBT6 | purified Pol kappa, fluorescent DNA synthesis assay, 10 min | Potency, µM (series often up to 107 µM), for inactives: at the top dose activity, negative = inhibition, most hits filed as inhibitors | 400,000 tested, 0.53% active | AID 588579, 2011; also: potency is read from the fitted curve at half-maximal effect; % is scaled to controls: 0 for no effect and ±100 for the full control effect
#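 Activity was followed as the change in fluorescence between reads at 0 and 10 min after starting the reaction with 50 nM substrate. Beforehand, 10 nM polymerase had been preincubated with compound for 15 min at room temperature.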
# LDHA inh: qHTS assay for inhibitors of human lactate dehydrogenase | L-lactate dehydrogenase A chain (Homo sapiens), P00338 | purified LDHA, NADH/diaphorase-resazurin fluorescence; stronger effect = lower value | activity change, % (values are at about 110 or 230 µM) | 480,000 tested, 0.15% active | AID 1347041, 2019; in the data active = activity change below about -30%; inconclusive = mostly about -25% to -30%;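 also: plate controls were DMSO wells for no effect and wells without enzyme for full effect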
#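 Remaining NADH was detected by diaphorase (0.133 mg/mL) converting 37 µM resazurin to fluorescent resorufin, read at 0 and 20 minutes. The preceding 5-minute room-temperature reaction used 2 nM LDHA, 0.2 mM sodium pyruvate and 0.06 mM NADH at pH 7.4.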
# Anesthetic bind: qHTS Assay for Identification of Novel General Anesthetics; Ferritin light chain (Equus caballus), P02791; apoferritin/1-aminoanthracene competitive binding, fluorescence; Potency, µM (doses to about 77.5 µM), for the others: at the top dose activity change, negative = displacement, usual class: inhibitors; 350,000 tested, 0.074% active; also: potency is read from the fitted curve at half-maximal effect; % is scaled to controls: 0 for no effect and ±100 for the full control effect; nearly all actives have a fitted effect of over 20% in size
#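 Read-out: endpoint 1-AMA fluorescence, excitation 380 nm and emission 535 nm, after compounds sit 10 min at room temperature with 10 uM horse-spleen apoferritin in 50% saturated 1-AMA/PBS. Values come from four-parameter Hill fits.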
# Glioma ERSR ind: qHTS for Inducers of the Endoplasmic Reticulum Stress Response (ERSR) in Human Glioma: qHTS | U87-MG GRP78 promoter luciferase reporter, 16 h | Potency, µM, without a hit: at the top dose activation, most hits filed as activators | 420,000 tested, 0.02% active; also: potency is read from the fitted curve at half-maximal effect; series mostly up to about 76 µM; % of control where 0% means no effect; nearly all actives have a fitted effect of over 35% in size
#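 ERSR induction read as luciferase luminescence (Bright-Glo, 10 min at room temperature) in stably transfected human U87-MG glioma cells exposed to compounds for 16 h, using GRP78 as sensor.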
# BLM helicase inh: qHTS Assay for Inhibitors of Bloom's syndrome helicase (BLM); recombinant BLM DNA unwinding, fluorescence dequenching; Potency, µM (series often up to 56.1 µM), for the others: at the top dose activity change, negative = inhibition, hits mostly inhibitors; RecQ-like DNA helicase BLM (Homo sapiens), P54132; 350,000 tested, 0.2% active;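 also: potency is read from the fitted curve at half-maximal effect; plate controls were vehicle for no effect and no enzyme for full effect; nearly all actives have a fitted effect of over 35% in size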
# POLH inh: qHTS for Inhibitors of Polymerase Eta; DNA polymerase eta (Homo sapiens), Q9Y253; 390,000 tested, 1.2% active; Potency, µM (titrated, usually from 114 µM), for inactives: at the top dose activity change, negative = inhibition, actives largely listed as inhibitors; recombinant Pol eta, fluorescent DNA replication assay; also: potency is read from the fitted curve at half-maximal effect; % is scaled to controls: 0 for no effect and ±100 for the full control effect
#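 Pol eta (10 nM) was preincubated with compounds for 15 min at room temperature, after which fluorescent replication substrate (50 nM final) was added to start the reaction. Fluorescence was read kinetically at 0 and 10 min.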
# POLI inh: qHTS for Inhibitors of Polymerase Iota; Pol iota fluorescent replication assay, 10 min; Potency, µM (titrated, usually from 115 µM), for the others: top-dose activity, negative = inhibition, usual class: inhibitors; 390,000 tested, 1% active; AID 588590, 2011; also: potency is read from the fitted curve at half-maximal effect
# Target sequence (Q9UNA4 whole entry, looked up): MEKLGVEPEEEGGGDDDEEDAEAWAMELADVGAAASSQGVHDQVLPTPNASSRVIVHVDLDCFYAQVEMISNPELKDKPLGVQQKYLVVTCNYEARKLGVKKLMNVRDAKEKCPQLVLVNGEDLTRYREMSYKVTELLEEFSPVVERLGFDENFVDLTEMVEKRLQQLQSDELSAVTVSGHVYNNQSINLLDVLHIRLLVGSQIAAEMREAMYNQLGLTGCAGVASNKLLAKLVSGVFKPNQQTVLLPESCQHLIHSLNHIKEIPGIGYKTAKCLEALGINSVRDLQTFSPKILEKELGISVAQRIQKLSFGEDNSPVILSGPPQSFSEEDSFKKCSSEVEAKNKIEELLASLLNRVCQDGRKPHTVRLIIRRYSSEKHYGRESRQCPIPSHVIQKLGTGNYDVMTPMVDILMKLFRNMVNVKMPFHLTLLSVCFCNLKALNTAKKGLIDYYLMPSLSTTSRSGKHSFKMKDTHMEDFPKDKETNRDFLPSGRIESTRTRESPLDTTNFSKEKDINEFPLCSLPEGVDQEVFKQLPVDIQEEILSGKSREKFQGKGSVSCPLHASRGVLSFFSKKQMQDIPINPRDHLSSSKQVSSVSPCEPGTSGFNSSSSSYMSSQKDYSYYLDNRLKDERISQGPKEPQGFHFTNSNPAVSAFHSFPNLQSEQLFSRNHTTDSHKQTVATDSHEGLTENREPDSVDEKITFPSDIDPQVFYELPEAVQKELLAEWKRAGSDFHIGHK
#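 Pol iota at 10 nM preincubated 15 min with compounds at room temperature; reaction started with fluorescent substrate, 50 nM final. Fluorescence read kinetically at 0 and 10 min; buffer-only wells as negative control.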
# Pol beta inh: qHTS Assay for Inhibitors of DNA Polymerase Beta; AID 485314, 2010; Pol beta primer extension/strand displacement, fluorescence kinetic; 340,000 tested, 1.3% active; Potency, µM (titrated, usually from 114 µM), inactives show top-dose activity change, negative = inhibition, most hits filed as inhibitors; also: potency is read from the fitted curve at half-maximal effect; % is scaled to controls: 0 for no effect and ±100 for the full control effect
#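 Curves were derived by four-parameter Hill fits of normalized qHTS data. The kinetic fluorescent primer-extension read was taken at 0 and 10 min after 50 nM substrate, following a 15 min room-temperature preincubation of 10 nM enzyme with compounds.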
# APE1 inh: qHTS Assay for Inhibitors of the Human Apurinic/apyrimidinic Endonuclease 1 (APE1); recombinant APE1, TAMRA/BHQ-2 abasic DNA cleavage fluorescence; Potency, µM (top dose mostly 65.8 µM), inactives show at the top dose activity change, negative = inhibition, hits mostly inhibitors; 350,000 tested, 0.35% active;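 also: potency is read from the fitted curve at half-maximal effect; plate controls were vehicle for no effect and reference inhibitor for full effect; nearly all actives have a fitted effect of over 55% in size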
# Target sequence (P27695 whole entry, looked up): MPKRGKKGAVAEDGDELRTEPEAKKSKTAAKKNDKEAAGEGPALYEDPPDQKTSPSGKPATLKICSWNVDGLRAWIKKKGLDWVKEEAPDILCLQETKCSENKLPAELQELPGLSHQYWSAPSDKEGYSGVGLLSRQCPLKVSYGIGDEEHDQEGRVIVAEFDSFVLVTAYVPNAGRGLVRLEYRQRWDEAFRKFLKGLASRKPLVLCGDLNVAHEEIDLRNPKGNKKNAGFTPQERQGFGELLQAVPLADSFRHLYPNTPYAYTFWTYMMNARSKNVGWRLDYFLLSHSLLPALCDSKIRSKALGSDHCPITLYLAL
#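 0.75 nM APE1 + cpd, 15 min RT; start w/ 50 nM TAMRA/BHQ-2 THF-abasic dsDNA; kinetic fluor 525/598 nm ×3 reads @60 s; Δ(read3−read1); normalized to DMSO and NSC13755 control wells.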
# Starred values were filed as active, the others as inactive; ? = inconclusive; nt = no result given; & = joins results of further samples; [ ] = remark or other dose. Unless noted, calls follow the shape of the dose curve; as a rule, active = well fitted curve in the direction sought with a large enough effect; inconclusive = small, poorly fitted or top-dose-only effect, or another doubt; inactive = no such curve, though single readings can be large; an effect the other way counts as inactive or inconclusive.
1. CC(=O)Nc1ccc(-c2cc(NC(C)=O)n(-c3ccccc3)n2)cc1
2. S=C(NCCc1cccc(Cl)c1)NCc1ccccc1
3. Cc1ccc(SCc2ccc(C(=O)N3CCCCC3)cc2)cc1
4. Cc1cccc(N(CC(=O)NCc2ccco2)C(=O)CCC(=O)Nc2ccccn2)c1C
5. COc1ccc(/C=C2\N=C(C)OC2=O)cc1[N+](=O)[O-]
6. C=CCn1c(SCC(=O)N2CCOCC2)nc(O)c(Cc2ccccc2)c1=O

entry no.	1	2	3	4	5	6
Pol kappa inh	-1%	nt	-6%	-13%	-9%	-14%
LDHA inh	-1	nt	-7	-5	-4	-3
Anesthetic bind	-1%	-21%	?	-10%	-5%	-8%
Glioma ERSR ind	1%	nt	-5%	-2%	1%	-3%
BLM helicase inh	-1%	-7%	-10%	2%	1%	-2%
POLH inh	-1%	nt	-26%	-2%	7%	-2%
POLI inh	6%	nt	-25%	1%	28%	-3%
Pol beta inh	-4%	1%	-2%	17%	9%	13%
APE1 inh	-1%	-8%	-9%	23%	6%	12%

7. COc1ccc(S(=O)(=O)N2CCc3ccccc32)cc1C(=O)NCCc1ccc(S(N)(=O)=O)cc1
8. Cc1sc2nc(CSc3nnc(Cc4cccs4)n3C3CCCCC3)[nH]c(=O)c2c1C
9. Cc1c(C(=O)NCC(C)(C)N2CCOCC2)oc2ccccc12
10. Cc1ccccc1S(=O)(=O)Cc1ccc(C(=O)NCc2cccs2)o1
11. Clc1ccc(COc2ccccc2CNCc2cccnc2)cc1
12. CCOC(=O)c1c(NC(C)=O)sc(/C(C)=N/Nc2ccc(C(=O)O)cc2)c1C

entry no.	7	8	9	10	11	12
Pol kappa inh	-12%	6%	3%	-9%	-10%	-16%
LDHA inh	-9	-8	-1	0	-3	-1
Anesthetic bind	nt	-9%	nt	-12%	-19%	-6%
Glioma ERSR ind	-4%	1%	-2%	-4%	-1%	4%
BLM helicase inh	nt	-3%	nt	-2%	-3%	-2%
POLH inh	-7%	12%	4%	7%	4%	-1%
POLI inh	5%	4%	25%	7%	-20%	20%
Pol beta inh	nt	1%	nt	-3%	2%	-1%
APE1 inh	33%	18%	12%	3%	0%	-10%

13. COc1ccc(NC(=O)C2CCN(S(C)(=O)=O)CC2)cc1
14. COc1ccc(/C=N/NS(=O)(=O)c2ccccc2)cc1OS(=O)(=O)c1ccccc1
15. COc1ccc(C2Nc3ccccc3C(=O)N2NC(=O)c2ccccc2)cc1OC (stereo unspecified)
16. O=C(/C=C/c1c(Cl)cccc1Cl)Nc1ccncc1
17. CC(C)Cc1csc(=S)[nH]1
18. CC(C)CC1Nc2ncnc(N3CCN(c4ccccc4)CC3)c2N(Cc2ccc(Cl)cc2)C1=O (stereo unspecified)

entry no.	13	14	15	16	17	18
Pol kappa inh	-11%	-7%	-4%	-9%	-2%	2%
LDHA inh	-3&3	-1	-1	-3	-8	-5
Anesthetic bind	-4%	-12%	0%	-4%	nt	nt
Glioma ERSR ind	-2%	-5%	-1%	-2%	-3%	-5%
BLM helicase inh	-1%	-7%	-2%	-4%	nt	nt
POLH inh	-8%	-12%	6%	?	-3%	-26%
POLI inh	3%	-9%	7%	9%	39%[activator]	-7%
Pol beta inh	-1%	24%	1%	?	nt	nt
APE1 inh	9%	-6%	11%	1%	nt	0%

# By substructure, those above with four or more nitrogen atoms.
1. CC(=O)Nc1ccc(-c2cc(NC(C)=O)n(-c3ccccc3)n2)cc1
4. Cc1cccc(N(CC(=O)NCc2ccco2)C(=O)CCC(=O)Nc2ccccn2)c1C
8. Cc1sc2nc(CSc3nnc(Cc4cccs4)n3C3CCCCC3)[nH]c(=O)c2c1C
18. CC(C)CC1Nc2ncnc(N3CCN(c4ccccc4)CC3)c2N(Cc2ccc(Cl)cc2)C1=O (stereo unspecified)

entry no.	1	4	8	18
Pol kappa inh	-1%	-13%	6%	2%
LDHA inh	-1	-5	-8	-5
Anesthetic bind	-1%	-10%	-9%	nt
Glioma ERSR ind	1%	-2%	1%	-5%
BLM helicase inh	-1%	2%	-3%	nt
POLH inh	-1%	-2%	12%	-26%
POLI inh	6%	1%	4%	-7%
Pol beta inh	-4%	17%	1%	nt
APE1 inh	-1%	23%	18%	0%

# Continued.
19. O=C(Nc1nc2c(s1)CCCC2)c1ccc(N2C(=O)CCC2=O)cc1
20. Cc1ccc(-n2nnnc2-c2cccnc2)cc1
21. CCCCCCCCCCCCCCC(O)C[N+](C)(CCO)CCO (stereo unspecified)
22. COc1ccc(C(=O)Nc2ccc3ccccc3c2)cc1OC
23. CN1CCN(C(CNS(=O)(=O)c2ccc(Br)cc2)c2ccc3c(c2)OCO3)CC1 (stereo unspecified)
24. COc1cc2nc(NC(=O)c3ccc(S(=O)(=O)N4CCCC4)cc3)sc2cc1OC

entry no.	19	20	21	22	23	24
Pol kappa inh	-7%	-6%	-9%	-10%	-13%	-7%[60.1 µM]
LDHA inh	-11	-1	1	-9	-6	1
Anesthetic bind	-3%	2%	nt	15%	nt	34%[activator]
Glioma ERSR ind	0%	-4%	-8%	3%	-4%	-5%
BLM helicase inh	-2%	-3%	nt	-2%	nt	-3%
POLH inh	-7%	-13%	-19%	1%	-3%	-9%
POLI inh	18%	41%[activator]	10%	94%[activator]	15%	-10%
Pol beta inh	17%	30%	nt	29%	nt	-25%
APE1 inh	-15%	?	nt	11%	5%	nt

25. CC1=NC(C)(C)Cc2c(C)cccc21
26. Cc1ccc(C(=O)NNC(=O)c2cccc(Br)c2)cc1
27. CCCN1C(=O)/C(=C/c2ccc3c(c2)OCO3)NC1=S
28. O=C(CCNC(=O)C1CCN(S(=O)(=O)c2ccccc2)CC1)NCc1ccccc1Cl
29. Cc1ccc(CNC(=O)c2ccc3c(O)c(S(=O)(=O)c4ccc(Cl)cc4)c(=O)[nH]c3c2)cc1
30. Cc1ccc(F)cc1NC(=O)CN1C(=O)NC2(CCCc3ccccc32)C1=O (stereo unspecified)

entry no.	25	26	27	28	29	30
Pol kappa inh	5%	-7%	-9%	-4%	5%	3%
LDHA inh	-6	-9	-3	-2	0	0
Anesthetic bind	-5%	-8%	?	-6%	-1%	nt
Glioma ERSR ind	-3%	2%	-1%	-7%	-4%	-5%
BLM helicase inh	-4%	-3%	-10%	0%	5%	nt
POLH inh	-10%	1%	-2%	-23%	?	-11%
POLI inh	-10%	-7%	2%	44%[activator]	10%	15%
Pol beta inh	-15%	-20%	32%	7%	42%	nt
APE1 inh	?	22%	?	9%	nt	31%

31. COc1ncc2nc(-c3ccc(Cl)cc3)c(=O)n(CCC#N)c2n1
32. CN1CCN(C(=O)C2CCC(=O)N(CCc3cccc(F)c3)C2)CC1 (stereo unspecified)
33. N/C(=N\O)c1ccc(N2CCN(c3ncccc3C(F)(F)F)CC2)nc1
34. COc1ccc(C2C=C3CNS(=O)(=O)C3CC2OC(=O)c2ccc(C(F)(F)F)cc2)cc1 (stereo unspecified)
35. CC(=O)Nc1ccc2nc(CN3CCN(CC=C(C)C)C(CCO)C3)ccc2c1 (stereo unspecified)
36. COc1ccc(C(=O)NCCc2ccc(S(N)(=O)=O)cc2)cc1OC

entry no.	31	32	33	34	35	36
Pol kappa inh	-1%[60.1 µM]	0%	-9%	-19%	-4%	-16%
LDHA inh	nt	-7	-12	nt	-12	2
Anesthetic bind	nt	-7%	-9%	-20%	-8%	-2%
Glioma ERSR ind	-3%	0%	2%	-13%	2%	0%
BLM helicase inh	1%	-4%	-5%	-13%	1%	0%
POLH inh	nt	-13%	-3%	nt	1%	1%
POLI inh	nt	16%	26%	-18%	40%[activator]	9%
Pol beta inh	nt	54%	-15%	nt	0%	31%
APE1 inh	0%	18%	-4%	-3%	-7%	-3%

37. COc1ccc(NS(=O)(=O)c2ccc(C)c(C(=O)NCCCN3CCCC3=O)c2)cc1
38. O=C(NC(=O)c1ccc(Cl)cc1)OC1CCCCC1
39. O=C(Cc1nc2ccccc2[nH]1)N/N=C/c1ccccc1
40. Cc1ccc(N2CC(C(=O)N3CCC(C(=O)Nc4nncs4)CC3)CC2=O)cc1 (stereo unspecified)
41. CC[C@@H](C)[C@@H](C(=O)N1CCN(C(=O)OC(C)(C)C)CC1)n1cc(CCCCNC(=O)OC(C)(C)C)nn1
42. O=C(CNC(=O)c1ccccc1F)OCC(=O)N1CCCc2ccccc21
43. CCOC(=O)c1sc2nc(C)nc(SC(C)C(=O)N(C)c3ccccc3)c2c1C (stereo unspecified)
44. CCOC(=O)NC(NCc1ccccc1)(C(F)(F)F)C(F)(F)F
45. NS(=O)(=O)c1ccc(CCNC(=O)CCc2nc3ccccc3s2)cc1

entry no.	37	38	39	40	41	42	43	44	45
Pol kappa inh	-10%	-6%	2%[60.1 µM]	-10%	0%	-7%	-5%	-4%	-9%
LDHA inh	-8	-5	0	-3	-4	-2	-3	4	-13
Anesthetic bind	nt	-4%	-23%	-9%	-14%	-16%	nt	3%	13%
Glioma ERSR ind	-4%	2%	5%	-4%	-3%	-5%	-5%	-1%	-3%
BLM helicase inh	nt	-1%	-1%	-2%	-5%	-2%	nt	2%	-18%
POLH inh	-28%	-23%	-5%	-18%	?	-9%	-13%	-13%	4%
POLI inh	9%	25%	11%	21%	20%	193%[activator]	30%	13%	40%[activator]
Pol beta inh	nt	17%	1%[57.1 µM]	11%	-1%	17%	nt	-22%	58%
APE1 inh	-12%	4%	-2%	31%	-4%	4%	18%	-1%	-5%

# Some of the compounds tested. The share of hits here may be higher or lower than overall.
